MgcRacGAP inhibition: MgcRacGAP GTPase-activating activity inhibitors, confirmation, biochemical, ADP Hunter fluorescence | 340,000 tested, 0.6% active | MgcRacGAP-stimulated Rac1 GTP hydrolysis, ADP Hunter fluorescence; higher % means a stronger effect; GST-tagged Rac1 F28L mutant substrate | inhibition, % at 30 µM; hits with a dose series show IC50 in µM;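 active means first-screen hits whose inhibition reached a set limit at any dose in the follow-up dose series; inconclusive means inhibition above the set first-screen limit but never retested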;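 further: fluorescence reports GDP produced by GAP-driven GTP hydrolysis; strong numbers were not always called active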
HIV peptide binding: cell-free HIV fusion peptide-binding blockers – biochemical, uHTS, fluorescence dequenching, primary screen (AID 1986) | inhibition, % at 20 µM; hits with a dose series show IC50 in µM | 290,000 tested, 0.3% active | cell-free peptide binding, fluorescence dequenching, 30 min; higher % means a stronger effect; in the data active means inhibition mostly above about 52%, no sharp cut-off; inactive means mostly below about 76%; further: some results filed as inactive read as strong as hits
LYP inhibition: PTPN22 lymphoid phosphatase activity blockers – biochemical, fluorescence intensity, uHTS (AID 1779) | recombinant LYP phosphatase, fluorescence intensity; higher % means a stronger effect | inhibition, % at 11.5 µM, or IC50 in µM where a hit was titrated | 290,000 tested, 0.054% active; in the data active means inhibition above about 50%;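 further: plate controls were vehicle with enzyme for no effect and no enzyme for full effect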
Salmonella PhoP GFP: inhibitors of PhoP regulon expression, primary screen, Salmonella Typhimurium, GFP reporter (AID 1863); 300,000 tested, 0.16% active; S. Typhimurium PhoP-regulated promoter GFP reporter, 4 h; higher % means a stronger effect; one-dose inhibition, % at 50 µM; IC50 in µM for titrated hits;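 active means inhibition over 29.93%, a cutoff 3 SD above the screen mean, later confirmed by dose response; inconclusive means inhibition over 29.93% but no dose response follow-up; inactive means inhibition at most 29.93% or unconfirmed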;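 further: 0% = low Mg2+ inducing control and 100% = high Mg2+ repressing control; strong numbers were not always called active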
Siah-1 displacement: blockers of Siah-1 interaction with plectin peptide – biochemical, fluorescence polarization, rhodamine-plectin, uHTS, primary screen (AID 1817); Siah-1 / rhodamine-plectin peptide fluorescence polarization; higher % means a stronger effect; 290,000 tested, 0.02% active; one-dose displacement, % at 20 µM; IC50 in µM for titrated hits;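 active means displacement of at least 50% at 20 µM, with a fluorescence ratio check between 0.3 and a set limit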;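 further: plate controls were Siah plus tracer with DMSO for no effect and tracer alone without Siah for full effect; strong numbers were not always called active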
NTR1 agonist: agonists of NTR1, primary screen, imaging, U2OS cells, beta-arrestin-GFP, high content (AID 493036) | P30989 | NTR1-U2OS beta-arrestin-GFP spot imaging, agonist mode | activation, % at 20 µM | 330,000 tested, 0.17% active;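 active means activation at or above 40% of the spot to cytoplasm intensity ratio, with at least 20 cells analyzed; inconclusive means wells under 20 cells, flagged as cytotoxic or low count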;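 further: 0% = DMSO without peptide and 100% = 100 nM NTR1 peptide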
Target sequence (P30989 whole entry, looked up): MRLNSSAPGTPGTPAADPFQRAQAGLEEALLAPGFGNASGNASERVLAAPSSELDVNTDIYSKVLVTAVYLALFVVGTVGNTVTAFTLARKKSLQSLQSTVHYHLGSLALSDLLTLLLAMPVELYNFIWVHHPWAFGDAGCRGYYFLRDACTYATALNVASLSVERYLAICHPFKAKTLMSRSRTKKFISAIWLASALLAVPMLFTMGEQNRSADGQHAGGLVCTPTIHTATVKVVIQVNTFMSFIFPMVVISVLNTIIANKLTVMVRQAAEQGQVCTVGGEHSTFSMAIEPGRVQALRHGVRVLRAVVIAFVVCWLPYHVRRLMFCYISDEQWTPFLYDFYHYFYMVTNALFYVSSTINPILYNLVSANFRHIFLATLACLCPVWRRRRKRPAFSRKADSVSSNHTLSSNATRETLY
Myeloid diff MLP: promotes myeloid progenitor differentiation; ER-HoxA9 myeloid progenitors, lysozyme-GFP differentiation, flow cytometry; calls only at 10 µM; 360,000 tested, 1% active; AID 624256;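 active means normalized GFP-positive differentiation at or above the plate's own cutoff, the solvent-only control mean plus 3 SD; inconclusive means no clear call, values can overlap the other calls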;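 further: cells exposed to compound for four days before flow analysis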
GPR55 antagonists: inhibition of LPI-stimulated GPR55 beta-arrestin translocation – imaging, U2OS, beta-arrestin-GFP, LPI agonist, primary screen (AID 2013); 290,000 tested, 0.13% active; one-dose inhibition, % at 10 µM; IC50 in µM for titrated hits; U2OS GPR55 beta-arrestin-GFP translocation imaging, LPI antagonism; higher % means a stronger effect;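 active means spots per cell inhibited over 60%, with over 100 cells counted and total cytoplasm intensity under 500,000; inconclusive means wells with under 100 cells, flagged as likely toxic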;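 further: U2OS cells stably carrying GPR55 and arrestin-GFP stimulated by 5 µM LPI near EC80; imaged beta-arrestin-GFP aggregate spots per cell after agonist stimulation; plate controls were LPI-stimulated DMSO wells for no effect and DMSO wells without LPI for full effect; some results filed as inactive read as strong as hits; confirmed hits need IC50 under 10 µM and bright autofluorescent wells are also inconclusive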
GPR35 arrestin U2OS: GPR35 antagonists blocking zaprinast-driven arrestin recruitment, primary screen, imaging, U2OS, beta-arrestin-GFP, zaprinast agonist (AID 2058); one-dose inhibition, % at 10 µM; IC50 in µM for titrated hits; U2OS GPR35 beta-arrestin-GFP translocation imaging, zaprinast antagonism; higher % means a stronger effect; 290,000 tested, 0.052% active;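 active means inhibition of at least 50% with at least 30 cells and total cytoplasm GFP at most 10,000,000; inconclusive means under 30 cells or total GFP of 10,000,000 plus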
NTR1 agonist cell count 20 µM: also measured in NTR1 agonist; calls as there; cell count; measured here: cell count, cytotoxicity flag
Myeloid diff MLP GFP+ MAC1+ %: further read-out of Myeloid diff MLP, marked with its call; GFP+ MAC1+ double positive, %; measured here: differentiation confirmed by MAC1 staining
Numbers without * were called inactive; i = inactive; ? = inconclusive; . = not tested or not shown; & = joins results of further samples. An excerpt; count on the stated rates, not on these rows.

SMILES	MgcRacGAP inhibition	HIV peptide binding	LYP inhibition	Salmonella PhoP GFP	Siah-1 displacement	NTR1 agonist	NTR1 agonist cell count 20 µM	Myeloid diff MLP	Myeloid diff MLP GFP+ MAC1+ %	GPR55 antagonists	GPR35 arrestin U2OS
CCCCCCCCCCCCn1ccc(=N)cc1	21%	1.4%	-14%	?	16%	34	37	?	.	-2%	1%
O=[N+]([O-])c1ccc(NCc2ccc(Cl)cc2)c2ccncc12	-2%	-4.8%	-2%	8%	-7%	28	90	i	0.7	-8%	7%
CCOC(=O)c1ccc(N2C(=O)CC(N3CC=C(c4ccc(F)cc4)CC3)C2=O)cc1 (configuration not stated)	9%	16%	-6%	2%	-1%	4.1	80	i	2.1	-5%	0%
CCOC(=O)c1c(N)n(CCN2CCOCC2)c2nc3ccccc3nc12	14%	1.6%	-4%	4%	0%	0.0	44	i	0.3	-2%	0%
Cn1c(O)c(C2=NN(C(=O)CCl)C(c3ccccc3)C2)c(=O)n(C)c1=O (configuration not stated)	-5%	1.6%	-5%	-7%	3%	1.6	33	i	0.6	-5%	9%
COc1ccc(CCn2c(O)c(C=NCc3cccnc3)c(=O)[nH]c2=O)cc1OC	10%	0.4%	0%	4%	10%	1.2	58	i	0.7	0%	-12%
O=c1[nH]c(=O)n(-c2ccc(Br)cc2)c(O)c1C=NCCN1CCCCC1	7%	2.8%	-5%	-5%	-4%	0.6	55	i	0.3	-6%	-1%
Cc1cc(/C=C2\C(=O)NC(=O)N(c3ccccc3)C2=O)c(C)n1-c1ccc(C(=O)O)c(Cl)c1	25%	9.8%	-3%	4%	-1%	-0.7	47	i	0.6	1%	10%
CC1CC(C)CN(CC(=O)c2ccc(OC(F)F)cc2)C1 (configuration not stated)	3%	-1.2%	-4%	-8%	-3%	-1.3	67	i	0.7	4%	6%
O=C1NC(=O)C(=Cc2ccc3ccccc3c2)C(=O)N1	19%	3.2%	-7%	-1%	5%	0.0	87	i	0.4	5%	14%
COc1c(C)cc(C(=O)C2CCCN(Cc3cnc(C)s3)C2)cc1C (configuration not stated)	11%	-1.1%	-1%	-2%	2%	-0.1	95	i	0.6	21%	5%
O=C1NC(=O)C(=Cc2ccsc2)C(=O)N1	13%	1.6%	1%	5%	-6%	-0.6	52	i	0.2	13%	0%
Cc1cc(C)cc(N2C(=O)NC(=O)/C(=C\c3cccn3-c3ccc(Cl)cc3)C2=O)c1	3%	-0.5%	2%	-17%	-1%	50*	37*	i	2.2	13%	-16%
CCOc1cccc(CNCCc2c(C)[nH]c3ccc(OC(F)(F)F)cc23)c1O	19%	-4.4%	-3%	.	-2%	36	60	?	.	30%	-2%
COc1ccc(CCNCC2CCCO2)cc1 (configuration not stated)	29%	2.7%	-13%	-5%	0%	-0.7	68	i	0.5	7%	10%
COc1cccc(Oc2c(C)oc3cc(OC(=O)N(C)C)ccc3c2=O)c1	9%	-2.2%	-8%	-7%	-5%	-1.0	80	i	7.1	10%	-4%
COC(=O)C1C2c3ccccc3OC1(C)N=c1s/c(=C/c3cnn(C)c3)c(=O)n12 (configuration not stated)	13%	0.5%	6%	-7%	3%	4.6	37	i	1.0	6%	2%
Cc1cc(/C=C2\C(=O)NC(=O)N(c3cccc(F)c3)C2=O)c(C)n1-c1cc(C(=O)O)cc(C(=O)O)c1	47%	37%	8%	-14%	11%	1.6	56	i	0.3	-5%	-1%
CCCCn1c(O)c(C(C)=NCc2cccnc2)c(=O)[nH]c1=O	0%	1.3%	-1%	-6%	0%	0.0	61	i	0.6	2%	-1%
COc1ccc(CNCCc2c[nH]c3ccccc23)cc1OC	21%	1.7%	0%	-4%	4%	1.6	36	i	1.2	3%	4%

Six records picked at random from those above, as already listed:
SMILES	MgcRacGAP inhibition	HIV peptide binding	LYP inhibition	Salmonella PhoP GFP	Siah-1 displacement	NTR1 agonist	NTR1 agonist cell count 20 µM	Myeloid diff MLP	Myeloid diff MLP GFP+ MAC1+ %	GPR55 antagonists	GPR35 arrestin U2OS
COC(=O)C1C2c3ccccc3OC1(C)N=c1s/c(=C/c3cnn(C)c3)c(=O)n12 (configuration not stated)	13%	0.5%	6%	-7%	3%	4.6	37	i	1.0	6%	2%
COc1cccc(Oc2c(C)oc3cc(OC(=O)N(C)C)ccc3c2=O)c1	9%	-2.2%	-8%	-7%	-5%	-1.0	80	i	7.1	10%	-4%
CCOC(=O)c1c(N)n(CCN2CCOCC2)c2nc3ccccc3nc12	14%	1.6%	-4%	4%	0%	0.0	44	i	0.3	-2%	0%
CCCCCCCCCCCCn1ccc(=N)cc1	21%	1.4%	-14%	?	16%	34	37	?	.	-2%	1%
CC1CC(C)CN(CC(=O)c2ccc(OC(F)F)cc2)C1 (configuration not stated)	3%	-1.2%	-4%	-8%	-3%	-1.3	67	i	0.7	4%	6%
O=[N+]([O-])c1ccc(NCc2ccc(Cl)cc2)c2ccncc12	-2%	-4.8%	-2%	8%	-7%	28	90	i	0.7	-8%	7%

Next section:
SMILES	MgcRacGAP inhibition	HIV peptide binding	LYP inhibition	Salmonella PhoP GFP	Siah-1 displacement	NTR1 agonist	NTR1 agonist cell count 20 µM	Myeloid diff MLP	Myeloid diff MLP GFP+ MAC1+ %	GPR55 antagonists	GPR35 arrestin U2OS
Cc1ccc(C)c(NC(=O)CCNC(=O)N2C[C@H]3C[C@@H](C2)c2cccc(=O)n2C3)c1	2%	0.3%	-9%	16%	-7%	-2.0	93	i	2.4	4%	-5%
N#CC(CCN1CCOCC1)(c1ccccc1)c1ccccc1	12%	-0.1%	-10%	3%	9%	-0.2	57	i	2.2	-4%	33%
CCCCn1c(O)c(C(C)=NCCN2CCOCC2)c(=O)[nH]c1=O	4%	1.4%	-8%	0%	0%	1.5	81	i	0.6	8%	-14%
O=C1N(c2ccc(Cl)cc2)C(c2cccnc2)N2CCCN12 (configuration not stated)	9%	1.4%	0%	0%	4%	-0.3	33	i	0.9	12%	8%
CCOP(=O)(OCC)C(c1ccccc1)N(C)C=O (configuration not stated)	-5%	-1.1%	-8%	5%	-1%	0.7	81	i	10	14%	33%
Nc1c(C(=O)OCc2ccccc2)c2nc3ccccc3nc2n1Cc1cccs1	11%	0.9%	1%	-7%	-1%	14	75	i	0.0	-1%	-5%
Cn1c(O)c(C=NCCCC(=O)O)c(=O)n(C)c1=O	0%	18%	1%	-7%	0%	-3.0	87	i	0.9	8%	4%
CCOC(=O)C1(CCc2ccccc2)CCN(Cc2csc(C(C)=O)c2)CC1	6%	-1.2%	-9%	4%	0%	-1.1	16	i	0.2	-3%	23%
Cc1ccc2c(c1)C1CN(C)CCC1N2C(=O)CCCN1C(=O)c2cccc3cccc(c23)C1=O (configuration not stated)	10%	-0.2%	-3%	3%	-2%	1.7	44	i	0.5	15%	4%
CCOC(=O)c1c(/N=C/c2c(O)n(-c3ccccc3F)c(=S)[nH]c2=O)sc2c1CCCC2	13%	-1.7%	-1%	-18%	0%	0.3	46	i	1.8	-8%	-15%
CCOc1cc2c(cc1OCC)-n1cccc1C(c1ccccc1F)NC2 (configuration not stated)	7%	-0.4%	-4%	7%	-5%	2.3	89	i	0.2	6%	15%
Cc1cccc2c(CCN)c[nH]c12	6%	1.4%	-11%	-7%	0%	4.8	60	i	0.7	17%	1%
Cc1ccc(C(=O)C2CN3CCC2CC3)cc1 (configuration not stated)	2%	-3.1%	1%	-1%	-6%	-0.5	46	i	0.7	0%	13%
CC(C)C(=O)Nc1nnc(CCN(CCc2nnc(NC(=O)C(C)C)s2)[N+](=O)[O-])s1	1%	-1.4%	-10%	-12%	-1%	-0.7	61	i	0.4	8%	4%
O=[N+]([O-])/C=C1/NCCN1Cc1ccc(Cl)nc1	14%	1.4%	6%	-11%	-1%	0.5	79	i	0.2	16%	-5%
CCOCCN1CCN(c2nnc3n2-c2ccc(Cl)cc2C(c2ccccc2Cl)=NC3)CC1	3%	-0.9%	-9%	-10%	0%	-0.7	45	i	2.4	19%	6%
COc1cc2c3cc1Oc1cc(ccc1O)C[C@@H]1c4c(cc(OC)c(O)c4Oc4ccc(cc4)C[C@H]3N(C)CC2)CCN1C	6%	1.7%	-7%	4%&12%	5%	2.9	57	i	1.7	12%	-17%
COc1ccc(CCNC(=O)COC(=O)Cc2ccccc2)cc1	7%	-0.9%	-7%	-5%	-7%	-0.7	43	i	0.5	9%	13%
COCc1c(CN)cnc(C)c1N	3%	-2.0%	-11%	-4%	5%	1.6	47	i	2.4	8%	7%
CC(=O)c1ccc2c(c1)C1C(Cl)C(Sc3ccccc3[N+](=O)[O-])CC1C(c1ccccc1)N2 (configuration not stated)	2%	9.7%	6%	14%	0%	0.5	104	i	0.5	12%	-11%
Cc1cc(-c2ccccc2)cc(C)[n+]1Cc1ccccc1	3%	.	.	-12%	.	0.1	65	i	1.1	.	.
COc1ccc(CN2CCN(c3ccccc3F)CC2)c(OC)c1	.	6.5%	-2%	-7%	3%	-0.8	70	.	.	17%	2%
Cc1ccc(N2C(=O)NC(=O)C(CCc3ccncc3)(Cc3cccc(Cl)c3Cl)C2=O)cc1 (configuration not stated)	9%	0.6%	5%	-3%	5%	-1.0	44	i	0.2	1%	-4%
CN1CC(C(=O)c2ccccc2)C(C(=O)c2ccccc2)C1 (configuration not stated)	-3%	0.9%	-6%	1%	-8%	0.2	49	i	0.7	-21%	-1%
CCOc1ccc(N=Cc2c(O)n(Cc3ccccc3)c(=S)[nH]c2=O)cc1	4%	0.6%	-3%	-13%	-5%	1.8	44	i	0.5	-12%	6%
Cc1ccc(-c2nc3ccccc3c(=O)n2-n2cccc2)cc1	8%	2.8%	-4%	-4%	1%	0.8	66	i	1.0	4%	-3%
C=Cn1ccnc1P(=S)(c1nccn1C=C)C1CCCCC1	5%	25%	-1%	1%	0%	-0.3	41	i	1.9	11%	8%
COc1cc2c(cc1C=O)OCO2	0%	-2.6%	-4%	-9%	-2%	1.0	72	i	1.1	2%	14%
CCn1c(O)c(C=Nc2ccc(N3CCOCC3)c(Br)c2)c(=O)n(CC)c1=S	11%	22%	7%	2%	1%	-3.6	.	i	0.1	24%	16%
